# Assay outcomes: PubChem, several laboratories
# Yeast lifespan up: extends the lifespan of yeast; S. cerevisiae growth with nicotinamide, OD615; deaD strain in restrictive glucose medium; inhibition of the nicotinamide effect, % at 10 µM; hit rate 0.68% among 130,000;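 active = inhibition above a set limit, placed 3 SD over the median of all compounds, cut at about 26% in these data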;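 also: 0% = nicotinamide-treated wells and 100% = cells grown without nicotinamide; some compounds called inactive have numbers as strong as hits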
#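 Assay system: engineered S. cerevisiae DeaD replicative-lifespan strain, galactose-grown log-phase cells; Buffer or medium: CSMM-D glucose medium, restrictive; Probe or stimulus: nicotinamide 1.5 mM; Compound: single dose 10 µM compound, 0.25% DMSO; Schedule: 4 h preincubation then 48 h treatment at 30 °C; Technique: OD615 measurement.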
# E-sel TNF inh: TNF alpha driven E-selectin expression inhibition. HUVEC TNFa-induced E-selectin immunofluorescence, high content. inhibition, % at 2 µM. hit rate 0.71% among 120,000;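 active = inhibition above the batch mean plus 3 SD, and confirmed as a hit on visual image review, cut at about 43% in these data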;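 also: 0% = TNF-stimulated DMSO wells and 100% = unstimulated control wells; not every result past the cut was called active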
# NPY Y2 blocker: NPY-Y2 (human) receptor antagonism; P49146; NPY-Y2 expressing cells, antagonist mode; inhibition, % at 2.7 µM; hit rate 0.99% among 140,000; AID 793; in the data active = inhibition above about 17%;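 also: 0% = vehicle with agonist challenge and 100% = reference antagonist with challenge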
# Target sequence (P49146 whole entry, looked up): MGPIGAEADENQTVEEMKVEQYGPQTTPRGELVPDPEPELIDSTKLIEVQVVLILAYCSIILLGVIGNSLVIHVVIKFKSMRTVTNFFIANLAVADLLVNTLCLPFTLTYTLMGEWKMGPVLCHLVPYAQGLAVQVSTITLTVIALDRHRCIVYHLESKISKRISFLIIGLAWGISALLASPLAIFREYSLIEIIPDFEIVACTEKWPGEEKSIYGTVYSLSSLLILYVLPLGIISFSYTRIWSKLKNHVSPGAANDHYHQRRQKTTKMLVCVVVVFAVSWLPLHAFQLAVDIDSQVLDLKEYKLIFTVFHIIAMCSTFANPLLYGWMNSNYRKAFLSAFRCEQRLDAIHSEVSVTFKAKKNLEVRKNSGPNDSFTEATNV
# Phagocytosis inh: macrophage phagocytosis inhibition; J774A.1 macrophage IgG-bead phagocytosis, imaging; inhibition, % at 5 µM; hit rate 0.07% among 110,000;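 active = inhibition above the mean of the plate negative controls plus 5 SD, cut at about 13% in these data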;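 also: phagocytic index as fraction of beads internalized from green versus red external bead signal; plate controls were DMSO negative control for no effect and cytochalasin-D positive control for full effect; some results beyond the cut were filed as inactive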
# Measles CPE: protection of cells from measles virus; protection (pct of control), % at 4 µM; Measles virus-infected cells, CPE protection, absorbance; hit rate 1.5% among 140,000; AID 841; in the data active = protection mostly above about 24%, no sharp cut-off; inactive = mostly below about 26%; also: some compounds called inactive have numbers as strong as hits
# GALR2 antag: blocks the human galanin receptor 2. inhibition, % at 4 µM. GALR2-expressing cells, antagonist mode. O43603. hit rate 0.39% among 140,000; in the data active = inhibition above about 27%;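 also: cells stimulated with galanin 1-16 at roughly its EC80; 0% = agonist challenge control and 100% = basal control without agonist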
# Target sequence (O43603 whole entry, looked up): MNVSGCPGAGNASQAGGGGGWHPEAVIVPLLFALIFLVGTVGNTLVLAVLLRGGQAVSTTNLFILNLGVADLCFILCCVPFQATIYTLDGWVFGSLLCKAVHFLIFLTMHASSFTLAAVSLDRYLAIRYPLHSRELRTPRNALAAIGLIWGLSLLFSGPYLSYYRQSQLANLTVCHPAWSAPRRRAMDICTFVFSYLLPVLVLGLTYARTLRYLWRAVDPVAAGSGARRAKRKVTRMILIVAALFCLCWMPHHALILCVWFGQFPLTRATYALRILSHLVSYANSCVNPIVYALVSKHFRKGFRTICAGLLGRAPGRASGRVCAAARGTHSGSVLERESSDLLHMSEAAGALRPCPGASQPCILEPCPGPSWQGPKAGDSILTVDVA
# bCat KO growth: beta-catenin-lacking colon tumor cell growth suppression; HCT116 beta-catenin knockout viability, CellTiter-Glo, 60 h; stronger effect = lower value; viability, % at 10 µM; hit rate 1.5% among 140,000; AID 818;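 active = viability at or under a set limit, the compound median less 4 SD, cut at about 6% in these data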;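 also: 0% = Hyamine 1622 control at 20 µM and 100% = untreated cell control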
# Yeast growth inh: reduces growth of yeast BB579 in restrictive medium. S. cerevisiae BB579 growth, OD615, 48 h. inhibition, % at 10 µM. hit rate 0.51% among 140,000. AID 804;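 active = inhibition above a set limit, 3 SD over the mean compound inhibition, cut at about 44% in these data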; also: inactives centre near -24
#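 Test system: S. cerevisiae DeaD strain BB579 yeast; Medium: restrictive CSMM-D medium; Compound: one dose, 10 µM compound with 0.25% DMSO; Incubation: 4 h cell preincubation, 48 h compound exposure, 30 °C humidified; Signal: OD at 615 nm; Benchmarks: amphotericin B at 10 µg/mL as positive control.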
# PTEN del growth: suppresses growth of cells with PTEN deletion. AID 827. viability, % at 10 µM. HCT116 PTEN-null viability, CellTiter-Glo, 60 h; stronger effect = lower value. hit rate 1.2% among 140,000;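 active = viability at or below a set limit, 4 SD under the median of all tested compounds, cut at about 3.7% in these data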;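 also: PTEN knockout HCT116 line with beta catenin targeted HCT116 as companion control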
# MRP1 act: activates MRP-1 | H69AR cells + doxorubicin, viability rescue, CellTiter-Glo | viability increase, % at 10 µM | hit rate 0.61% among 140,000 | AID 799;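 active = viability gain under doxorubicin at or above a set limit, the compound median plus 3 SD, cut at about 4.7% in these data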;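 also: MRP-1 overexpressing cells given doxorubicin 25 µM after compound pretreatment; 18-22 h compound pretreatment then 72 h with doxorubicin before readout; 0% = doxorubicin-only wells and 100% = vehicle-treated cells without doxorubicin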
# * = called active by the depositor; · = no result given.
structure	Phagocytosis inh	MRP1 act	PTEN del growth	Measles CPE	NPY Y2 blocker	E-sel TNF inh	Yeast lifespan up	Yeast growth inh	GALR2 antag	bCat KO growth
COc1ccc(Cn2c(-c3ccco3)nc3oc4ccccc4c(=O)c3c2=O)cc1	-1.0	0.3	95.7	12.3	0.8	10.8	4.5	-41.2	5.3	95.8
Cn1c(CNC2CCCCC2)c(C#N)c2ccccc21	·	-4.3	81.6	4.2	4.0	-11.9	4.0	-27.9	6.8	75.0
CCCCC(=O)Nc1ccc(C(=O)Nc2nc(CC(=O)OCC)cs2)cc1	-1.9	-1.0	100.2	9.2	2.9	13.9	-5.3	-73.5	-13.9	96.6
C=CCOC(=O)C1=C(C)Nc2nc3ccccc3n2C1c1ccncc1 (stereo unspecified)	-2.5	-4.1	94.8	8.4	4.2	·	3.0	-12.7	-1.0	97.6
CN(C)S(=O)(=O)c1cccc(C(=O)Nc2cc(Cl)ccc2O)c1	-1.8	-2.6	77.4	3.4	-0.4	-0.3	-2.6	-18.0	7.0	94.3
CCn1c(=O)cc(O)c2c(=O)n(C)c(=O)n(C)c21	-0.6	0.0	90.8	4.7	-2.6	·	-5.6	-39.1	-10.1	93.6
CCOC(=O)N1CCN(S(=O)(=O)c2ccc(F)c(C(=O)Nc3ccc(C(C)C)cc3)c2)CC1	-2.9	0.8	55.3	5.0	1.2	-4.4	5.2	-42.1	2.8	53.0
Cc1ccc(NC(=O)c2cc(-n3cnnc3)ccc2Cl)c(C)c1	-1.0	-0.4	96.9	5.8	-1.1	·	-1.9	12.8	-3.1	84.9
NC(=O)CCCc1nc(-c2ccccc2Cl)no1	-2.3	-1.6	84.3	9.8	-1.6	-14.4	-2.3	-4.4	-0.2	77.4
O=c1cc(-c2ccccc2)[nH]c2nc3ccccc3n12	-0.2	-5.1	16.6	12.0	3.9	-12.9	-23.9	-30.1	0.2	20.9
O=Cc1ccc(OC(=O)C2CC(=O)N(c3ccc(F)cc3)C2)cc1 (stereo unspecified)	0.0	-1.1	101.1	5.0	0.0	-0.6	-6.2	11.6	9.2	95.5
Clc1cccc(Cl)c1COn1nnc2ccccc21	-0.8	-2.3	18.7	3.8	5.4	21.3	-15.6	0.5	4.9	13.8
CCOC(=O)c1cnc2nc(Cc3ccccc3)[nH]n2c1=O	0.9	-2.2	97.5	0.8	1.2	-14.2	-1.6	-17.1	13.3	94.4
O=S1(=O)C=C(Sc2nnc(-c3ccccc3)o2)c2ccccc21	2.0	-3.2	0.9*	-0.9	4.4	99.6*	43.3*	36.4	87.7*	1.2*
COc1ccc(NC2SC(=O)N(CC(=O)O)C2=O)cc1 (stereo unspecified)	0.6	-3.7	98.6	5.7	2.0	·	-0.9	-21.4	7.7	97.4
Cc1cc(NCCO)nc(-n2nc(C)cc2C)n1	2.1	-1.1	105.0	17.2	-2.9	8.6	-7.8	-41.9	4.8	109.6
Cc1cc(C)n(S(=O)(=O)c2ccc3ccccc3c2)n1	3.9	-2.0	89.1	4.9	0.7	·	-4.5	-69.2	-8.7	90.7
CC(C)Cc1nc(C#N)c(N2CCC(C(N)=O)CC2)o1	-0.8	-2.8	94.6	4.0	-0.6	-3.4	2.1	-10.8	-3.6	88.6
COc1ccc(C2c3ccc4ccccc4c3Oc3ncn(CCN4CCOCC4)c(=N)c32)cc1 (stereo unspecified)	-0.7	-7.5	1.8*	2.6	2.4	11.0	-20.2	-23.1	4.1	2.1*
CCSCCC(NC1=CC(=O)CC(C)(C)C1)C(=O)O (stereo unspecified)	0.9	-0.7	102.7	7.5	3.7	-4.2	-1.5	-36.7	23.8	97.8
CCCOC(=O)C1[C@H]2C(=O)N(C(C)c3ccc(OC)cc3)C[C@]23C=C[C@H]1O3 (stereo partly specified)	-0.5	-2.5	95.4	19.1	1.7	·	0.8	-32.4	16.3	93.4
COc1ccc(C(C)=O)cc1CSc1nc2ccccc2c(=O)n1-c1ccccc1	-3.7	-4.5	46.4	4.4	11.2	-29.2	2.4	-37.6	-12.7	66.2
O=C1CC(CC(=O)N/N=C/c2ccccc2[N+](=O)[O-])=NN1	-4.0	-0.7	86.5	10.6	1.4	-4.0	1.1	-37.6	-17.8	94.4
COCCn1c(SCC(=O)NC(=O)NCc2ccccc2)nc2ccccc21	-1.2	1.5	95.6	11.1	3.1	·	-5.3	-45.3	-8.1	95.0
CCN(CC)c1nc(SCCOC(=O)Nc2ccccc2)nc(N(CC)CC)n1	·	-0.8	57.5	14.1	3.1	21.3	·	-41.0	-9.3	40.9
Cc1ccn2cc(C(=O)Nc3ccccc3N3CCOCC3)nc2c1	1.9	-0.5	92.4	2.8	3.3	38.5	-10.5	1.6	10.6	88.8
COc1cccc(-c2nn3c(-c4ccccn4)nnc3s2)c1	0.6	-2.1	88.2	3.2	-1.1	16.4	-6.4	0.7	-2.7	91.2
CCN1C(=O)S/C(=C/c2c(OCc3ccc(C(=O)O)cc3)ccc3ccccc23)C1=O	-3.6	-4.1	85.4	7.4	2.2	30.3	-1.3	10.5	0.6	82.3
CS(=O)(=O)N(Cc1ccccc1)c1ccc(C(=O)Nc2cccnc2)cc1	·	-1.9	89.9	4.0	4.3	26.2	·	-21.7	4.5	87.0
CCOC(=O)Cn1nnc(-c2ccc(SC)cc2)n1	0.7	-0.2	114.2	3.9	5.5	11.9	-15.0	-31.0	-0.6	96.7

# Carrying on.
structure	Phagocytosis inh	MRP1 act	PTEN del growth	Measles CPE	NPY Y2 blocker	E-sel TNF inh	Yeast lifespan up	Yeast growth inh	GALR2 antag	bCat KO growth
CCCCNC(=S)N(Cc1ccco1)Cc1cc2cc3c(cc2[nH]c1=O)OCCO3	-12.8	-4.2	74.9	22.1	2.0	·	0.3	-9.5	-9.0	74.3
CCCCCCOC1(c2ccccc2)OC(=O)c2ccccc21 (stereo unspecified)	·	-3.4	79.7	10.1	6.2	-20.6	-2.9	-23.6	-8.8	79.0
O=C(NCCNc1ccc([N+](=O)[O-])cc1C(F)(F)F)c1ccccc1	3.0	1.2	76.6	33.7	-0.1	·	-7.7	18.4	-8.6	79.9
Cn1c(=O)[nH]c(=O)c2c1nc(CN1CCN(Cc3ccccc3)CC1)n2CC(N)=O	-1.6	-0.8	100.6	-0.1	4.8	49.9*	-6.2	-31.2	-14.3	100.3
Cc1cccc(Cn2c(NCCO)nc3c2c(=O)n(C)c(=O)n3C)c1	-0.3	-2.8	80.0	23.7	1.1	8.7	-2.5	-38.9	-5.7	74.7
O=C(CN1CCCC1=O)NC1C2CC3CC(C2)CC1C3 (stereo unspecified)	-5.1	-0.2	91.5	10.2	1.2	-5.5	6.9	-23.1	7.5	88.2
Cc1cc2nc(SCC(=O)O)nc(C)c2cc1C	-2.4	-4.7	90.9	4.8	4.9	-9.6	-16.9	13.9	-2.6	94.0
COc1ccc(NC(=O)Cn2cccc2)c(OC)c1	·	-0.6	84.6	13.1	3.1	-18.3	-16.2	11.9	-9.9	94.6
Cc1cc2ncn(CCCCOc3ccccc3)c2cc1C	·	-1.4	92.5	6.8	10.3	6.5	-11.2	-42.6	-7.8	95.8
COc1cccc(C(=O)Nc2c3c(nn2-c2cccc(C)c2C)CS(=O)C3)c1OC (stereo unspecified)	-2.4	-4.6	80.0	4.0	0.0	-10.9	-9.4	-39.3	4.4	79.4
CSc1nc2nccc(-c3ccc(-c4ccccc4)cc3)n2n1	-0.7	-4.2	21.1	4.3	6.6	9.6	-10.2	-18.2	-8.1	17.4
COc1ccc(-c2nnc3n2-c2ccccc2SC3)cc1OC	-0.9	-0.9	88.7	0.6	1.9	·	-7.2	23.9	-12.6	97.7
COc1ccc(C(=O)N2CC3(CC(c4ccc(Cl)cc4)=NO3)C[C@H]2C(=O)NCC(N)=O)cc1 (stereo partly specified)	·	-0.3	88.7	2.2	4.2	-7.7	-7.6	-30.2	-7.9	98.5
CCOc1ccc2c(c1)C(=NNC(=O)c1ccncc1)c1cc(OCC)ccc1-2	-16.1	-4.5	2.4*	3.0	1.2	-36.6	9.9	-23.7	0.3	3.7*
O=C(CCc1n[nH]c(=O)[nH]c1=O)N1CCOCC1	-0.6	-0.5	85.2	-1.3	2.5	·	-1.5	-16.0	10.5	92.3
Fc1ccccc1CSc1nnc(Cn2cnc3ccccc32)n1-c1ccccc1	1.5	1.1	89.5	24.1	1.8	0.8	-1.0	-34.2	2.2	93.3
CCN(C(=O)c1ccc(NC(C)=O)cc1)c1ccccc1C	0.4	-0.1	110.6	6.8	1.3	-2.4	-6.1	-27.2	-19.2	107.9
CCN(CC)S(=O)(=O)c1ccc2oc(Nc3ccc4c(c3)OCCO4)nc2c1	·	-4.7	62.5	11.0	1.6	-18.6	-13.0	2.2	3.4	52.6
CCOc1ccc(N(CC(=O)NCc2ccc(OC)cc2)S(=O)(=O)c2c(C)noc2C)cc1	·	-1.6	97.9	17.5	2.4	·	-9.0	-33.2	1.5	102.5
CCC(C)c1ccc(NC(=S)NN2CCOCC2)cc1 (stereo unspecified)	-12.1	2.4	80.3	31.0	1.2	-17.4	-3.2	-11.7	-9.2	79.1
CSc1nc(C)cc(OCC(=O)N/N=C/c2ccccc2O)n1	·	4.2	23.2	13.4	2.9	·	-2.8	-47.5	-17.6	15.7
O=c1c2ccccc2nc(COc2ccccc2)n1/N=C/c1cn[nH]c1-c1ccccc1	-0.1	-2.4	18.6	15.6	2.0	-2.7	1.8	-19.9	17.9	63.9
C=CCN1C(=O)C(Cc2cccc(C)c2)SC1=Nc1ccc(C(=O)O)cc1 (stereo unspecified)	0.7	-0.5	97.5	0.8	0.7	3.5	-0.8	-54.0	-5.0	102.0
O=C(CSCC(=O)N1CCCCC1)Nc1nc(-c2cccs2)cs1	-0.2	-2.8	90.6	7.0	3.8	-8.2	-7.3	4.6	-6.9	95.8
CC(C)c1ccc(-c2nc(N3CCCC3)nc3n[nH]c(N)c23)cc1	-0.2	-1.1	82.0	23.6	-0.1	-17.1	5.7	-56.1	2.9	91.9
COc1ccc(Cl)cc1N(CC(=O)Nc1ccccc1SC)S(C)(=O)=O	0.9	-2.0	84.0	91.0	1.9	21.0	-10.2	-59.8	-11.6	100.3
O=C(NCCC1=CCCCC1)c1cnsn1	0.7	0.7	109.4	12.0	3.9	-2.1	-4.8	-8.4	4.1	102.9
CCOC(=O)CN(Cc1sccc1C)C(=O)Nc1ccc(OCC)cc1	-6.2	1.2	99.2	16.9	4.4	·	0.7	-29.2	2.7	95.4
Cc1ccc(S(=O)(=O)Nc2ccc(-c3csc(-c4ccccc4)n3)cc2)cc1	-9.3	-5.4	2.4*	3.7	1.4	·	2.6	-33.1	1.5	2.7*
